Assay outcomes: PubChem, National Center for Advancing Translational Sciences (NCATS)
AMA1 RON2 block: qHTS for Inhibitors of AMA1-RON; Towards Development of Antimalarial Drug Lead: Primary Screen; Plasmodium falciparum AMA1 (3D7) - RON2 peptide interaction; AlphaScreen AMA1-biotinylated RON2 peptide binding; Potency, µM (titrated, usually from 58.2 µM), for the others: at the highest dose activity change, negative = inhibition, usual class: inhibitors; actives 0.2% (n = 360,000);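 note: potency is the fitted concentration of half-maximal effect; 0% = vehicle wells and -100% = peptide control; nearly all actives have a fitted effect of over 45% in size; some results filed as inactive show a strong effect at the top dose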
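AMA1 (3D7) with his tag at 25 nM final met compounds first, then biotinylated RON2 peptide at 25 nM; detection used donor plus acceptor beads, 10 µg/mL apiece, read by AlphaScreen after 30 min at room temperature.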
TbPYK inhibitor: qHTS of Trypanosoma Brucei Inhibitors | TbPYK enzyme, Kinase-Glo Plus ATP luminescence, 45 min | AID 624173, 2012 | actives 0.12% (n = 410,000) | pyruvate kinase (Trypanosoma brucei), Q57TT1 | Potency, µM (titrated, usually from 76.8 µM), for the others: at the top dose activity, negative = inhibition, usual class: inhibitors; note: potency is the fitted concentration of half-maximal effect; % is set by controls: 0 for no effect and ±100 for the full control effect; nearly all actives have a fitted effect of over 50% in size
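In this concentration-response screen, enzyme-free wells defined baseline while DMSO plates tracked drift. Each reaction combined TbPYK, substrate, compound and 130 uM ADP for 45 min at room temperature. Kinase-Glo Plus luminescence gave the signal.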
Shiga toxin inh: A qHTS for Small Molecule Inhibitors of Shiga Toxin | Vero cells, Shiga toxin protein synthesis inhibition reporter | inhibition, % at 38.7 µM | actives 9.2% (n = 290,000) | AID 2315, 2010; in the data active = inhibition mostly above about 28%, no sharp cut-off; inactive = mostly below about 43%; note: 0% is about no effect
CHX counter: Cycloheximide Counterscreen for Small Molecule Inhibitors of Shiga Toxin | cell reporter, cycloheximide protein synthesis inhibition counterscreen | max response, % | actives 12% (n = 300,000); in the data active = max response mostly above about 13%, no sharp cut-off; inactive = mostly below about 14%; note: read at 38.3 µM for the half of the compounds with a filed dose; 0% is about no effect
LmPK inhibitor: qHTS Assay for Inhibitors of Leishmania Mexicana Pyruvate Kinase (LmPK); Q27686; purified LmPK, Kinase-Glo ATP luminescence, 1 h; Potency, µM (series often up to 57.5 µM), without a hit: top-dose activity change, negative = inhibition, hits mostly inhibitors; actives 0.37% (n = 290,000); note: potency is the fitted concentration of half-maximal effect; % is set by controls: 0 for no effect and ±100 for the full control effect
Target sequence (Q27686 whole entry, looked up): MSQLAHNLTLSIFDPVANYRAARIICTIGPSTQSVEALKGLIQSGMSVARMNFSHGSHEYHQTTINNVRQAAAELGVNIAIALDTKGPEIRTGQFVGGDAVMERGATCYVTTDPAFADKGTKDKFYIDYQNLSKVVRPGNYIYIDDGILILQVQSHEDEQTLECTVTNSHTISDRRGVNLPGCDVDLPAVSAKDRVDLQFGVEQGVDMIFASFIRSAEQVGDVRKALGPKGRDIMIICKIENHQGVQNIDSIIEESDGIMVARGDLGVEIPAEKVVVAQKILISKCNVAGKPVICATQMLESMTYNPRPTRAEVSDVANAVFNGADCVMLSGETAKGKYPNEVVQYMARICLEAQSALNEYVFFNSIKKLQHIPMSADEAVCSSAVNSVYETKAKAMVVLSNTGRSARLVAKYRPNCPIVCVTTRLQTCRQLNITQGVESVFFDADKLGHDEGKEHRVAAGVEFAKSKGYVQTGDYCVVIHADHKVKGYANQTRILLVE
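Screened at intermediate enzyme activity to detect both inhibitors and activators: LmPK at 0.1 nM, with a 0.5 nM enzyme column as activation reference. PEP 0.5 mM, ADP 0.1 mM; ATP detected by luminescence after 1 h.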
Pf growth 48h: Primary qHTS for delayed death inhibitors of the malarial parasite plastid, 48 hour incubation; P. falciparum luciferase growth in erythrocytes, 48 h; Potency, µM (highest dose often 28.7 µM), for the others: at the top dose activity change, negative = inhibition, hits mostly inhibitors; actives 5.9% (n = 310,000); note: potency is the fitted concentration of half-maximal effect; % is set by controls: 0 for no effect and ±100 for the full control effect
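Compounds are pin-transferred into medium, infected erythrocytes (2% hematocrit, 0.1% parasitemia final) are added, and plates sit one parasite generation at 37 C in 5% CO2. Detection reagent is then added and luminescence measured.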
Pf growth 96h: Primary qHTS for delayed death inhibitors of the malarial parasite plastid, 96 hour incubation; P. falciparum luciferase reporter growth, 96 h; actives 6.9% (n = 320,000); Potency, µM (top dose mostly 28.7 µM), inactives show top-dose activity change, negative = inhibition, usual class: inhibitors; AID 504834, 2011; note: potency is the fitted concentration of half-maximal effect; % is set by controls: 0 for no effect and ±100 for the full control effect
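Compounds incubated with erythrocytes infected by luciferase-expressing P. falciparum (2% hematocrit, 0.05% parasitemia final) for 96 hours, 37 C in 5% CO2. Growth inhibition scored as decreased luciferase luminescence.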
* hit, by the source's call; ? = inconclusive; nt = not tested or not shown; & = joins results of further samples; [ ] = dose if it differs, or a comment. Unless noted, calls come from the whole dose curve; as a rule, active = well fitted curve in the direction sought with a large enough effect; inconclusive = small, poorly fitted or top-dose-only effect, or another doubt; inactive = no such curve, though single readings can be large; an effect the other way counts as inactive or inconclusive.

SMILES	AMA1 RON2 block	TbPYK inhibitor	Shiga toxin inh	CHX counter	LmPK inhibitor	Pf growth 48h	Pf growth 96h
O=C(c1ccc(F)cc1)C1CCN(C(=S)Nc2ccccc2)CC1	0%	-14%	-7	1	-2%	12%	-1%
Cc1cc(C)cc(NC(=O)c2ccccc2NC(=O)CCC(=O)O)c1	8%	-5%	26	8	8%	4%	-2%
Cc1c(C(=O)N2CCN(c3ccc(F)cc3)CC2)sc2nc(-c3ccccc3)cn12	-9%	-1%	2	-2	2%	21%	21%
Cc1ccccc1NC(=O)c1ccc(S(=O)(=O)N(C)C)cc1	11%	3%	-2	-1	8%	-18%	-2%
Cc1ccc(NC(=O)c2ccc([N+](=O)[O-])o2)c(C)c1	4%	0%	80*	38*	-1%	?	-31%
O=C(Cn1nnc(-c2cccc(C(F)(F)F)c2)n1)NNS(=O)(=O)c1cccc(C(F)(F)F)c1	41%[activator]	7%	-13	0	4%	?	-12%
Cc1ccc(S(=O)(=O)c2nc(-c3cccs3)oc2NCc2cccnc2)cc1	-5%	-4%	-2	8	-3%	?	12µM*
COCCn1c(SCC(=O)Nc2cccc(OC)c2)nnc1-c1ccc(Cl)cc1	7%	1%	-8	-2	0%	-20%	nt
Cc1sc2ncnc(Sc3ccccc3C(=O)Nc3ccccc3Cl)c2c1C	1%	-12%	-11	4	-2%	12µM*	?
Cc1onc(-c2c(Cl)cccc2Cl)c1C(=O)Nc1ccc(Cl)cn1	13%	7%	-7	-3	4%	?	?
CCCCNC(=O)O[C@H]1C[C@@H]2CCN3C(=O)CCC[C@H]([C@H]1CC)[C@H]23	6%	0%	-5	-4	0%	-11%	-6%
COc1ccc(C(=O)NCC(=O)N/N=C/c2c(C)[nH]c3ccccc23)cc1	-6%	2%	-6	-3	11%	-12%	?
CCOc1ccc(Cl)cc1/C=C1/C(=O)ON=C1C	-8%	-21%	-17	-6	0%	-6%[0.00184 µM]	47%[activator]
Cc1ccc(S(=O)(=O)N2CCN(c3ccccc3)CC2)cc1C(N)=O	-4%	2%	-4	-5	2%	-19%[5.75 µM]	13µM*
C=CCn1c(SCC(=O)NC2CCCC2)nc2sc(C)cc2c1=O	-1%	4%	nt	nt	nt	-1%	6.6µM*
C=CCc1ccc(O)c(-c2cc(CC=C)ccc2O)c1	16%	-4%	-6&-4&-3	-9&-6&-4	5%	?	3.7µM*
COc1cc(CNCCc2c[nH]c3ccccc23)ccc1OCc1ccccc1F	?	2%	-5	1	2%	?	?
Cc1cc(OCC(=O)NCCO)cc(C)c1Cl	12%	2%	10	-1	3%	nt	19%
CCOc1ccccc1NC(=O)CC1NCCNC1=O (centres undefined)	-1%	-12%	-6	-3	-1%	12%	-14%
Cn1c2ccccc2c2nnc(SCC(=O)NCc3ccoc3)nc21	0%	1%	-23	1	-5%	1%	-8%
O=C(Cn1cnc2ccccc2c1=O)N1CCN(Cc2ccccc2)CC1	-7%	4%	-13	1	4%	-12%	-3%
Cn1nnnc1SC1CC(=O)N(c2ccccc2)C1=O (centres undefined)	-2%	-11%	-19	-3	2%	2%	-45%
c1ccc2c(c1)nc1n2CCN1CCNC1CCCCC1	3%	-5%	-2	-5	-1%	?	-10%
Cc1cc(C(F)(F)F)nn1CC(=O)NCc1ccco1	-5%	-6%	11	-2	4%	17%	1.5µM*
CCOC(=O)CCSc1nc(C)c2cc(OC)ccc2n1	5%	-11%	80*	51*	1%	313%[activator]	443%[activator]

Part of the list above in another layout:
| mol | AMA1 RON2 block | TbPYK inhibitor | Shiga toxin inh | CHX counter | LmPK inhibitor | Pf growth 48h | Pf growth 96h |
| --- | --- | --- | --- | --- | --- | --- | --- |
| O=C(Cn1cnc2ccccc2c1=O)N1CCN(Cc2ccccc2)CC1 | -7% | 4% | -13 | 1 | 4% | -12% | -3% |
| Cn1nnnc1SC1CC(=O)N(c2ccccc2)C1=O (centres undefined) | -2% | -11% | -19 | -3 | 2% | 2% | -45% |
| c1ccc2c(c1)nc1n2CCN1CCNC1CCCCC1 | 3% | -5% | -2 | -5 | -1% | ? | -10% |
| Cc1cc(C(F)(F)F)nn1CC(=O)NCc1ccco1 | -5% | -6% | 11 | -2 | 4% | 17% | 1.5µM* |

The listing continues.
SMILES	AMA1 RON2 block	TbPYK inhibitor	Shiga toxin inh	CHX counter	LmPK inhibitor	Pf growth 48h	Pf growth 96h
O=C(NCc1ccc(F)cc1)C1CCN(S(=O)(=O)c2ccc(Cl)cc2)CC1	12%	5%	-5	1	1%	3.7µM*	-23%
Cn1c(=O)[nH]c(=O)c2c1nc(N/N=C/c1ccncc1)n2Cc1ccc(F)cc1	15%	-1%	-13	1	0%	-5%	-25%
CCOc1cc(CNCCSc2nnnn2C)cc(Br)c1OCc1ccc(F)cc1	-10%	0%	-12	-4	-1%	?	10µM*
Cc1cc2c(cc1S(=O)(=O)CCC(=O)NC1CCCCC1C)OCC(=O)N2 (centres undefined)	7%	2%	-8	0	-1%	-2%	-2%
N#CC1(NC(=O)COC(=O)c2ccccc2SCC(=O)N2CCCC2)CCCCC1	9%	-2%	-15	-2	-12%	-8%	?
Cc1cccc(N(Cc2ccccc2)C(=O)Cc2ccc(S(=O)(=O)N3CCOCC3)s2)c1	-26%	-1%	nt	nt	nt	13µM*	?
CCn1c(SCC(=O)NC2(C#N)CCCCC2)nc2ccccc2c1=O	16%	4%	nt	nt	nt	14%	4%
COc1cccc(NC(=O)COC(=O)c2c3c(nc4ccccc24)CCC(C)C3)c1 (centres undefined)	-10%	7%	-6	22	4%	?	?
Cc1nc(Nc2ccc(Cl)c(Cl)c2)sc1C(=O)Nc1ccccc1	-10%	?	-28	25*	3%	?	?
O=c1[nH]c(CSc2nnnn2-c2ccc(Cl)cc2)nc2ccccc12	1%	7%	-15	12	0%	10%	15%
COc1ccc(-n2nnc3c(=O)n(CC(=O)N4CCCc5ccccc54)cnc32)cc1	-2%	0%	-3	-2	8%	?	?
Cc1cccc(Nc2ncnc3nc[nH]c23)c1	-4%	1%	65*	39*	-12%	67%[activator]	?
CCCN1Cc2cccc(C(=O)N3CCN(c4ccccc4)CC3)c2C1=O	10%	0%	16	-2	6%	nt	?
COc1cc2c(cc1NC(=O)c1cccc([N+](=O)[O-])c1C)oc1ccccc12	-4%	-1%	46	2	0%	?	-31%
CCC(=O)Nc1ccc(C(=O)NNC(=O)c2cc([N+](=O)[O-])cc([N+](=O)[O-])c2)cc1	49%[activator]	3%	-20	-3	-8%	-1%	1%
CC(=O)c1cccc(NC(=O)c2ccc3c(c2)CCCC3)c1	-13%	-3%	57*	53*	-3%	208%[activator]	8%
CCOc1cc(S(=O)(=O)NCC2CCCO2)ccc1F (centres undefined)	-2%	-1%	-18	-9	1%	3%	?
C/C(CC(=O)NCc1ccco1)=N\NC(=O)Cc1cccc2ccccc12	2%	-5%	-1	-1	4%	-12%	8%
COc1ccc(Cl)cc1NC(=O)C1CCN(S(C)(=O)=O)CC1	27%	0%	nt	-1	1%	-11%	0%
O=C(OCc1c(Cl)cccc1Cl)c1ccncc1	12%	-5%	-9	-2	0%	?	12µM*
CCN(CC(=O)NCCc1ccc(S(N)(=O)=O)cc1)Cc1nc2cc(OC)c(OC)cc2c(=O)[nH]1	2%	-9%	-3	5	1%	7%	nt
COC(=O)C(C)N(C(=O)c1ccc(C(=O)c2ccccc2)cc1)c1c(C)cccc1C (centres undefined)	-1%	-10%	3	9	4%	nt	?
CC(=O)N(c1c(C)n(C)n(-c2ccccc2)c1=O)C1(C(=O)NC2CCCCC2)CCCCC1	4%	2%	11	-4	-4%	-8%	?
Cc1ccccc1S(=O)(=O)Cc1ccc(C(=O)NCCCN2CCN(C)CC2)o1	3%	-1%	-9	5	-1%	?	110%[activator]
O=C(O)c1ccc2c(c1)S(=O)(=O)c1cc(Cl)ccc1C2=O	-1%	-19%	nt	nt	nt	65%[activator]	50%[activator]
SMILES	AMA1 RON2 block	TbPYK inhibitor	Shiga toxin inh	CHX counter	LmPK inhibitor	Pf growth 48h	Pf growth 96h
COCCn1c(NCc2ccco2)nc2c1c(=O)[nH]c(=O)n2C	-3%	-2%	8	-2	2%	31%[activator]	?
CC(C)C(C(=O)NCc1ccco1)N(Cc1ccco1)C(=O)CNS(=O)(=O)c1ccc(F)cc1 (centres undefined)	-12%	-10%	29	7	1%	?	?
COc1ccc(-c2nc(SC(CC(=O)NCCO)c3cccs3)n[nH]2)cc1 (centres undefined)	-1%	-4%	5	8	4%	-7%[5.75 µM]	-6%
CCOC(=O)c1cc(-c2ccccc2)sc1NC(=O)CN1C(=O)NC(CC)(c2ccc(F)cc2)C1=O (centres undefined)	21%	0%	-7	2	0%	?	nt
CC(=O)/C(=N\Nc1ccccc1)Sc1nnc(-c2ccccc2)n1-c1ccccc1	21%	-2%	3	-4	2%	-27%	?
Cc1c(C(=O)N2CCc3ccccc32)cnn1C	-17%	0%	49*	6	-5%	17%	7%
CC(C)=NNC(=O)c1c(O)c2ccccc2[nH]c1=O	38%[activator]	1%	19	1	-2%	-13%	-7%
CCn1cc([N+](=O)[O-])c(C(=O)Nc2nc(-c3ccc(C)cc3)c(C)s2)n1	5%	3%	-25	-6	-1%	-3%	nt
CCNC(=O)CCSc1nnc(-c2ccco2)o1	-11%	-9%	13	3	1%	27%	30%[activator]
Cc1ccc(N(C(C)C(=O)N2CCC(C)CC2)S(C)(=O)=O)cc1C (centres undefined)	0%	-4%	-8	0	3%	9%	?
O=C(NNS(=O)(=O)c1ccccc1Cl)c1nn(-c2ccc(F)cc2)ccc1=O	-7%	2%	-4	0	4%	1%	-18%
CN(c1ccc(C(=O)Nc2ccc3c(c2)OCCO3)cc1)S(C)(=O)=O	-11%	-20%	59*	31*	?	nt	179%[activator]
CC[C@@]1(O)C(=O)OCc2c1cc1n(c2=O)Cc2cc3c(N)cccc3nc2-1	22%	4%	-7	-2	-2%	1.9µM*	1.2µM*
CC1(C)NC(=O)N(CC(=O)N2CCCC(C(F)(F)F)C2)C1=O (centres undefined)	2%	-4%	nt	nt	nt	?	21%
O=[N+]([O-])c1cccc(-c2nnc3ccc4ccccc4n23)c1	-2%[11.6 µM]	1%	22	11	-8%	12%	?
O=C(CCNS(=O)(=O)c1ccc2c(c1)CCC(=O)N2)NCc1ccc2c(c1)OCO2	0%	1%	-7	-3	-3%	9%	-10%
Nc1nc(Cl)nc2ncn(Cc3ccccc3)c12	16%	-7%	-30	-3	0%	0%	0%
Cc1csc(NC(=O)c2cccc(C)c2C)n1	-6%	-9%	55	38*	-5%	159%[activator]	388%[activator]
C#CCOCCOCCOCCNc1nc(N2CCN(C(=O)CCCCCCCCCCNC(=O)[C@@H](CCSC)n3cc(CCO)nn3)CC2)nc(N2CCN(C(=O)CCCCCCCCCCNC(=O)[C@H](CCSC)n3cc(CCO)nn3)CC2)n1	8%	1%	nt	nt	nt	0.33µM*	0.29µM*
CSc1ccccc1OCc1cc(C(=O)N(C)Cc2ccc(C)o2)no1	-8%	?	79*	54*	0%	-6%	?
